Bioassay records from PubChem.
proCasp3 act: procaspase-3 (human) activation | recombinant procaspase-3 D3A, Ac-DEVD-pNA absorbance 405 nm | hit rate 0.11% among 330,000 | activation, % at 8.5 µM;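 active = activation above the mean of all tested compounds plus 3 SD, cut at about 21% in these data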;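 note: 0% = DMSO alone and 100% = DMSO wells spiked with extra 5 µM PC-3 D3A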
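Evaluation: percent activation relative to control range; Material: Procaspase-3 D3A mutant, all three cleavage aspartates alanine; Compound: single dose, 8.5 µM nominal compound, 0.8% DMSO; Replication: one well per compound; Signal: absorbance at 405 nm, 0 and 120 min; Schedule: 1 h preincubation plus 2 h reaction at 25 °C.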
ZTA counter: blocks Epstein-Barr virus ZTA, an EBNA-1 counter-screen | inhibition, % at 11 µM | hit rate 0.15% among 320,000 | P03206 | ZTA-DNA binding, fluorescence polarization; in the data active = inhibition above about 33%
RPL19A TOR yeast: yeast TOR pathway RPL19A-GFP modulation; percent response vs DMSO, % at 10 µM; S. cerevisiae RPL19A-GFP strain, flow cytometry, 3 h; hits give low values; hit rate 0.3% among 330,000; AID 2025;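 active = percent response vs DMSO below 50%; inconclusive = fewer than 70 events counted for the yeast strain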;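 note: median channel GFP fluorescence of the barcoded RPL19A-GFP strain; ratio of sample median GFP to plate DMSO average so 100% = DMSO; lower means less RPL19A-GFP as with rapamycin TOR inhibition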
LAP4-GFP MLPCN: modulators of TOR pathway LAP4-GFP in S. cerevisiae. AID 2023. GFP response vs DMSO, % at 10 µM. hit rate 0.34% among 320,000. S. cerevisiae LAP4-GFP multiplex, flow cytometry GFP, 3 h; median GFP as percent of DMSO wells;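 active = GFP response vs DMSO above a set limit, about the screen mean plus 3 SD, cut at about 150% in these data; inconclusive = under 70 cell events counted for the yeast strain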
AHR act: activates the human aryl hydrocarbon receptor; P35869; AHR-responsive luciferase reporter cells, luminescence; activation, % at 5 µM; hit rate 2.5% among 320,000; AID 2796; in the data active = activation above about 47%;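 note: 0% = vehicle wells and 100% = reference agonist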
EBNA-1 inhibitor: blocks EBNA-1 binding to DNA | AID 1950 | inhibition, % at 14.8 µM | hit rate 0.34% among 300,000 | EBNA-1 DNA binding, fluorescence polarization; in the data active = inhibition above about 28%
MEP2-GFP yeast: yeast TOR pathway MEP2-GFP modulation. S. cerevisiae MEP2-GFP strain, flow cytometry GFP, 3 h; 100% = DMSO control level. GFP response vs DMSO, % at 10 µM. hit rate 0.51% among 330,000;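 active = GFP response versus DMSO above a set limit, roughly screen mean plus 3 SD, cut at about 180% in these data; inconclusive = fewer than 70 cells counted for a yeast strain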;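 note: median GFP fluorescence of the barcode-gated MEP2-GFP cells per well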
procasp7 counter: counter-screen: procaspase-7 (human) activation; P55210; recombinant procaspase-7, Ac-DEVD-pNA absorbance 405 nm; D23A/D198A/D206A triple mutant, cannot self-cleave; scale: DMSO 0, 5 µM enzyme 100; activation, % at 8.5 µM; hit rate 0.093% among 330,000;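 active = percent activation above the screen-wide mean plus 3 SD, cut at about 25% in these data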
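Replicates: singlicate. Assay system: Procaspase-7 triple mutant (PC-7 D3A). Signal: 405 nm absorbance of p-nitroaniline. Times: 1 h preincubation, 2 h reaction. Buffer or medium: Zinc-free HEPES pH 7.4 with 300 mM NaCl, 0.01% Triton X-100. Also added: DEVD-pNA substrate. Benchmarks: DMSO wells as 0%, DMSO with 5 µM added PC-7 as 100%.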
* = called active by the depositor; ? = inconclusive; nt = no result given; [ ] = another dose, or the depositor's remark.

SMILES	proCasp3 act	ZTA counter	RPL19A TOR yeast	LAP4-GFP MLPCN	AHR act	EBNA-1 inhibitor	MEP2-GFP yeast	procasp7 counter
CC(=O)NCc1ccc(-c2csc(N)n2)s1	-1	-18	104	102	2	-8	104	3
CCC(C)N1CCCCC1C(=O)Nc1c(C)cc(C)cc1C (stereo not given)	6	-4	101	99	1	-2	102	-4
COc1cccc(/C(O)=C2/C(=O)C(=O)N(CCN(C)C)C2c2ccc(Br)cc2)c1 (stereo not given)	-3	-4	96	104	3	-6	106	-4
O=C(CSc1nnnn1C1CCCCC1)Nc1nc2c(s1)CCCC2	-6	9	103	111	14	-8	105	-10
Cn1c(=O)c2c(nc(Cl)n2CC(=O)N2CCCCC2)n(C)c1=O	1	12	94	100	-4	3	105	4
COc1ccc(-c2cc(C)no2)cc1S(=O)(=O)Nc1ccccc1	-3	-10	100	101	6	-13	100	-8
C#Cc1cccc(C(=O)N2CCCC(C(=O)c3ccc(OC)cc3C)C2)c1 (stereo not given)	9	1	92	98	12	14	108	6
Cc1cc(CNC(=O)CC2C(=O)NCCN2Cc2ccccc2)nn1C (stereo not given)	-2	-2	101	96	2	1	114	-9
Cc1cc(C)c(NC(=O)CSc2nccn2C)c(C)c1	0	-2	104	90	-1	9	106	0
CCOC(=O)c1ccc(NC(=O)c2ccc[n+]([O-])c2)cc1	6	3	96	98	1	1	104	8
O=C(Nc1nccs1)C1C2/C=C\CCCCC21 (stereo not given)	4	-23	102	91	9	-6	109	3
COc1cccc(/C=N/NC(=O)c2ccoc2C)c1O	-10	0	98	100	8	0	101	-11
Cc1ccc(S(=O)(=O)CC(=O)c2ccc(C(C)(C)C)cc2)cc1	5	11	97	98	0	-13	95	1
O=C(NNC(=O)C1CC=CCC1)c1ccccc1Br (stereo not given)	2	-6	102	92	-2	9	104	7
CCCCNC(=O)/C(C#N)=C/c1cccnc1	5	-5	104	89	0	-4	96	6
Cc1ccc(C2SCC(=O)N2c2ccccc2)cc1 (stereo not given)	-4	9	103	101	-1	10	107	-2
Cc1cccc(NC(=O)CCCc2ccccc2)c1C	3	12	103	99	3	-1	108	-5
CS(=O)(=O)c1ccc(Cl)c(NC(=O)CSc2nncn2-c2ccccc2)c1	6	9	102	104	-2	-3	111	7
Cc1nc(C)c(C(=O)NCc2ccccc2Cl)o1	2	0	102	106	0	-3	98	1
CCC(C)(C)NC(=O)CC(c1ccc(OC)cc1)n1cccc1 (stereo not given)	2	-9	99	109	1	-1	99	13
Cc1ccc(-c2nc3ncccn3c2NC2CCCC2)o1	-14	2	90	91	17	4	95	1
CCOc1ncccc1C(=O)Nc1ccc2nc(C)sc2c1	-1	7	99	91	10	5	100	0
CCOC(=O)c1cc2c(ccn2C)n1Cc1ccc(C#N)cc1	0	5	93	100	-1	7	91	1
COc1ccc(Cl)cc1NC(=S)N1CCN(C(=O)c2ccco2)CC1	-7	0	108	114	-4	6	114	-3
Cc1onc(-c2ccccc2)c1C(=O)N1CCCSC1=Nc1ccccc1	2	7	103	101	-2	-1	100	9
O=C(Nc1cccc(F)c1)C1CCN(C(=O)Cc2ccccc2)CC1	1	5	100	97	2	1	96	-1
O=C(Nc1ccccc1Cl)N1CCN(c2ccc3nnc(-c4ccccc4)n3n2)CC1	-6	-5	97	104	14	-6	106	9
Cc1cc(NC(=O)CSc2c3c(nc4ccccc24)CCC3)no1	3	-4	100	115	6	-11	113	8
CCOC(=O)C(CCOc1cccc(CC)c1)C(=O)OCC	6	0	101	104	-1	-1	103	-6
COCCN(C(=O)Nc1ccc(OC)cc1)c1nc2ccccc2s1	0	15	111	97	8	-20	109	2
O=C(Cc1cccs1)NCCS(=O)(=O)N1CCN(c2ccccc2F)CC1	-1	-2	95	101	2	-14	94	5
CCOC(=O)C1=C(c2ccccc2)NC(SCC)=C(C#N)C1c1cccnc1 (stereo not given)	-6	-17	113	116	2	1	112	5
Cc1ccc(OCC(=O)Nc2nc(C)c(Cl)cc2Cl)c([N+](=O)[O-])n1	-2	-11	95	98	0	nt	98	0
COc1cc(NS(=O)(=O)c2ccc(NC(=O)c3ccc(S(=O)(=O)N4CCCCC4)cc3)cc2)ncn1	-4	-13	94	96	1	10	101	9
COc1ccc(C2=NN(C(=O)CCCC(=O)O)C(c3cn(-c4ccccc4)nc3-c3ccccc3)C2)cc1 (stereo not given)	-3	18	98	92	0	10	95	15
COCCNC(=O)CSc1nc(-c2ccc(OC)c(OC)c2)cc(C(F)(F)F)n1	-3	-2	90	85	0	0	91	5
CCN(CC)CCCNC(=O)c1cc(-c2ccc(Cl)c(Cl)c2)on1	2	-4	96	108	-3	-12	112	5
CCCCCCCN1CCC(=O)N([C@H](CO)Cc2ccccc2)CC1	-4	-7	97	131	2	-1	99	-2
Cc1ccccc1CN1CCCOCCS1(=O)=O	8	3	98	97	-2	10	102	-1
O=C(NCc1ccc2c(c1)OCO2)C1CCN(c2ncccn2)CC1	8	0	103	109	1	-1	104	0
Cc1ccc(SCC(=O)OCC(=O)N(CC(C)C)C2CCS(=O)(=O)C2)cc1C (stereo not given)	-13	0	98	105	0	-4	107	3
Cc1cc(=O)n2[nH]c(SCc3ccccc3Cl)nc2n1	0	1	114	107	2	4	122	7
Cc1cccc(C(=O)Nc2cccc(C(=O)N/N=C/c3ccccn3)c2)c1	-4	9	?	?	17	3	?	7
CC(=O)c1c(N=CN(C)C)nc(C)nc1-c1ccccc1	-5	-2	99	99	2	1	102	8
N#C/C(=C(/O)COc1ccccc1)c1nnc2n1CCCCC2	1	20	99	110	0	2	89	4
CCOC(=O)c1cnc2c(C(F)(F)F)cccc2c1N1CCOCC1	-3	-2	102	96	7	-4	104	4
CCOC(=O)[C@H]1[C@H]2COc3ccc(C)cc3[C@@H]2N2C(=O)CN(Cc3ccc(Cl)cc3)C(=O)[C@@]12C	4	3	94	106	1	nt	97	-3
c1ccc(-c2ccc(-c3csnn3)cc2)cc1	6	-13	98	110	86*	4	106	-8

One compound at a time, as listed above. Values in the order: proCasp3 act	ZTA counter	RPL19A TOR yeast	LAP4-GFP MLPCN	AHR act	EBNA-1 inhibitor	MEP2-GFP yeast	procasp7 counter
Listed for CC(=O)c1c(N=CN(C)C)nc(C)nc1-c1ccccc1 → -5	-2	99	99	2	1	102	8
Listed for Cc1ccccc1CN1CCCOCCS1(=O)=O → 8	3	98	97	-2	10	102	-1
Listed for CCCCCCCN1CCC(=O)N([C@H](CO)Cc2ccccc2)CC1 → -4	-7	97	131	2	-1	99	-2
Listed for O=C(NCc1ccc2c(c1)OCO2)C1CCN(c2ncccn2)CC1 → 8	0	103	109	1	-1	104	0
Listed for CCOC(=O)c1cnc2c(C(F)(F)F)cccc2c1N1CCOCC1 → -3	-2	102	96	7	-4	104	4

Other results follow.
SMILES	proCasp3 act	ZTA counter	RPL19A TOR yeast	LAP4-GFP MLPCN	AHR act	EBNA-1 inhibitor	MEP2-GFP yeast	procasp7 counter
CC(C)N1CCC(N2CCN(Cc3cnc(-c4ccccc4)s3)CC2CCO)CC1 (stereo not given)	-5	19	100	94	1	6	105	-9
COc1cccc(NC(=O)NC(C)C2CC3CCC2C3)c1 (stereo not given)	-12	5	103	106	7	4	104	4
O=C1C=C(c2cc(Cl)cc(Cl)c2)C[C@@H](c2ccc(F)cc2)C1	5	1	100	101	1	nt	102	5
CCOc1ccc(NS(=O)(=O)c2ccc3c(c2)CCN3C(C)=O)cc1	-10	-9	109	98	2	1	105	2
CCCCn1c(NS(=O)(=O)c2ccc(C)cc2)c(S(=O)(=O)c2ccccc2)c2nc3ccccc3nc21	11	12	?	?	8	0	?	1
COc1ccc(N(CC(=O)NCc2ccccc2)S(C)(=O)=O)cc1	-2	17	101	97	-1	9	98	5
CC(C)(C)CN1CCNC(=O)C1CC(=O)NCCc1cnn(-c2ccccc2)c1 (stereo not given)	-1	-6	91	93	0	-4	96	5
CCCCn1c(N)c(N(CC(C)C)C(=O)C2CC(=O)N(c3ccccc3C(C)CC)C2)c(=O)[nH]c1=O (stereo not given)	2	-1	97	118	2	4	99	7
COc1ccc(C(=O)NCc2ccncc2)cc1S(=O)(=O)N1CCOCC1	1	-11	94	95	2	nt	101	2
CCN(c1ccccc1)S(=O)(=O)c1cc(C(=O)Nc2ccc(Br)cc2)ccc1F	1	4	103	94	22	-5	91	-7
CSc1ccccc1NC(=O)CN1CCN(c2ccccn2)CC1	-4	-11	101	92	-2	-13	97	-2
O=C(CCC(=O)Nc1ccc(Br)cc1)N/N=C/c1cc([N+](=O)[O-])ccc1O	-9	-10	108	93	11	1	109	-5
CC(C)OC(=O)c1c(N)sc2c1CCCC2	-7	-5	100	100	-2	-2	102	-9
CC(C)Cn1c(N)c(C(=O)COC(=O)c2ccccc2Cl)c(=O)n(C)c1=O	1	0	96	84	5	-7	93	3
CCOC(=O)C1(Cc2ccc(OC)cc2)CCN(C(=O)CN2CCOC2=O)CC1	9	4	104	113	4	-8	97	0
N#CCCn1cc(C(=O)Nc2ccccc2Br)c(-c2cccs2)n1	5	-4	107	118	13	3	111	-10
Oc1ccccc1N1CCN(Cc2ncc(-c3ccccc3)o2)CC1	1	-8	90	97	1	-11	89	9
CN(C)S(=O)(=O)c1ccc(C(=O)/C=C/c2cccnc2)cc1	-3	-10	63[may fluoresce violet]	82[may fluoresce violet]	2	-14	266*[may fluoresce violet]	4
CC(=O)OCC(=O)c1c[nH]c2ccccc12	1	-8	95	106	11	-20	106	3
COc1ccc(CC(=O)N/N=C(/C)c2ccco2)cc1	-4	-12	107	98	-4	2	99	-10
O=C(COc1ccc(F)c(Cl)c1)N1CCCCCCC1	10	-6	98	85	-1	-12	101	18
O=C(Nc1ccnn1C1CCN(Cc2cccc(OCCO)c2)CC1)C1CCCC1	-3	9	104	90	-3	-1	98	10
CCCC(C)c1nnc(NC(=O)CCS(=O)(=O)Cc2ccccc2)s1 (stereo not given)	4	2	101	95	8	2	103	6
COc1ccc(C2CC(c3cccs3)=NN2C(=O)CCC(=O)O)cc1 (stereo not given)	5	7	103	95	1	6	111	-2
CCOc1cc(C(C(=O)NCC2CCCO2)N(C(=O)Cn2nnc3ccccc32)c2ccc(C(C)=O)cc2)ccc1O (stereo not given)	-14	2	103	95	-2	-5	99	16
COc1cccc(CN(C(=O)c2cc3ccccc3oc2=O)C2CC2)c1	-1	10	97	97	-5	4	106	-5
O=C(c1ccc(Br)cc1)c1cc([N+](=O)[O-])ccc1N1CCOCC1	-4	-20	106	101	-2	-6	115	-4
O=C1C(=O)N(CCc2c[nH]c3ccccc23)C(c2cccnc2)/C1=C(/O)c1ccccc1 (stereo not given)	-6	-22	103	86	8	-10	106	0
CC(C)C(=O)Nc1ccc(S(=O)(=O)Nc2ccccn2)cc1	-4	-10	92	97	1	8	102	11
Cc1c(C#N)c2ncn(Cc3ccccn3)c(=O)c2n1-c1ccccc1	1	-2	102	98	-1	6	102	6
Cc1ccc(C)c(NC(=O)CSc2nnc(CCCCCNC(=O)OC(C)(C)C)o2)c1	15	-20	92	95	1	7	90	-1

3 structures out of the list, arranged by molecular weight, highest first:
SMILES	proCasp3 act	ZTA counter	RPL19A TOR yeast	LAP4-GFP MLPCN	AHR act	EBNA-1 inhibitor	MEP2-GFP yeast	procasp7 counter
Cc1ccc(C)c(NC(=O)CSc2nnc(CCCCCNC(=O)OC(C)(C)C)o2)c1	15	-20	92	95	1	7	90	-1
COc1cccc(CN(C(=O)c2cc3ccccc3oc2=O)C2CC2)c1	-1	10	97	97	-5	4	106	-5
Cc1c(C#N)c2ncn(Cc3ccccn3)c(=O)c2n1-c1ccccc1	1	-2	102	98	-1	6	102	6
